Screens: PubChem BioAssay, several laboratories
STK33 kinase inh – inhibitors of purified STK33 kinase, primary screen, biochemical, ADP-Glo luminescence, homogeneous, cell-free | inhibition, % at 10 µM | Serine/threonine-protein kinase 33 (Homo sapiens), Q9BYT3 | MBP phosphorylation | AID 2661, 2010 | 0.073% of 320,000 active;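 active = inhibition at or above 25%, using the most active replicate where run in duplicate; inactive = inhibition below 25%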
Target sequence (Q9BYT3 whole entry, looked up): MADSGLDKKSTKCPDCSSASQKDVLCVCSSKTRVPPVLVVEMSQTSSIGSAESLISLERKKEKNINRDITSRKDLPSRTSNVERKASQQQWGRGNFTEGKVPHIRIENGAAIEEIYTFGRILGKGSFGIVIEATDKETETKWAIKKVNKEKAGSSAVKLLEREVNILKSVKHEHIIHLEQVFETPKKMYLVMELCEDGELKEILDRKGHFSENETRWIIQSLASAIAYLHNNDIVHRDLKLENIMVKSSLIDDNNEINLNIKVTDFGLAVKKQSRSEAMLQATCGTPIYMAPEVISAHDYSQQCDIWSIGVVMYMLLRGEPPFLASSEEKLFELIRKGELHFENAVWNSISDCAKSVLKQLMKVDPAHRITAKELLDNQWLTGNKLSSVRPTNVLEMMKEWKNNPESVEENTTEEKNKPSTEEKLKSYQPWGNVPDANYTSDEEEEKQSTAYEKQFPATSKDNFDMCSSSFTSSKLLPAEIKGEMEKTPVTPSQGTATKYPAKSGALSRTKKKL
Kir21 inh – inhibitors of mouse Kir2.1 inward-rectifier potassium channel; B-score at 10 µM; AID 1672, 2009; 0.85% of 310,000 active; HEK293-Kir2.1, FluxOR thallium flux fluorescence; hits give low values;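 active = fluorescence ratio B-score at or below minus 3 SD of library scores, with starting-brightness B-score within 2 SD, cut at about -4.2 in these data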;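 also: channel flux triggered by added potassium and thallium sulfate stimulus; B-score of peak minus minimum fluorescence over baseline after thallium stimulus; more negative B-score means stronger Kir2.1 block with less thallium influx; some compounds called inactive have numbers as strong as hits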
Target sequence (P35561 whole entry, looked up): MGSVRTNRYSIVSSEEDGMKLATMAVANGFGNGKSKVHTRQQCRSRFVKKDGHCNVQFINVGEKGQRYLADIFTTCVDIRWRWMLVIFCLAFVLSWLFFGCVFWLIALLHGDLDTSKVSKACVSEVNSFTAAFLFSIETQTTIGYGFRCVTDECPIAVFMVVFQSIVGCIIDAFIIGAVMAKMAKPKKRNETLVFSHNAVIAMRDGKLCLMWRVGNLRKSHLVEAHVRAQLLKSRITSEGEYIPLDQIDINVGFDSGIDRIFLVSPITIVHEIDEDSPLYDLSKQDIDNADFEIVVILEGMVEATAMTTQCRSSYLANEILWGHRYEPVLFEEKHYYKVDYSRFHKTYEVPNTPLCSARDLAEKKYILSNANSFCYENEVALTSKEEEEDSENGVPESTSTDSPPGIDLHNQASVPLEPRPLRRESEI
* marks the source's active call; other numbers are inactive results; x = no result given.

SMILES	STK33 kinase inh	Kir21 inh
CC(C)CNC1CCS(=O)(=O)C1 (stereo not given)	-2.5	0.02
Cc1ccc(C)c(OCC(=O)OCC(=O)Nc2c(C)nn(-c3ccccc3)c2C)c1	-0.2	1.9
Cc1ccc(C)c(C(=O)NCCN(C)C)c1	-1.3	-0.53
CC(=O)Nc1sc(C)c(C)c1C(=O)OCC(=O)N(C)c1c(N)n(Cc2ccccc2)c(=O)[nH]c1=O	-0.6	-2.3
CC(C)OC(=O)C1C2C=CC3(CN(Cc4cccs4)C(=O)C13)O2 (stereo not given)	-0.8	-0.61
O=C(NCCCCNC(=O)c1ccco1)c1ccco1	-1.8	-1.4
C=CCNC(=S)Nc1sc2c(c1C(=O)OCC)CCN(C(=O)OCC)C2	-1.2	0.17
CC(=O)N1c2ccc(S(=O)(=O)NCC3CCC(C(=O)N4CCCCC4)CC3)cc2CC1C (stereo not given)	-0.4	2.2
O=C(Cn1cnc2ccccc21)OCC(=O)N1CCCc2ccccc21	0.2	0.39
CS(=O)(=O)N(CC(=O)N1CCN(c2ccc(F)cc2)CC1)c1cccc(Cl)c1	-1.0	-2.6
O=C(CCn1nc(-c2ccc(Cl)cc2)ccc1=O)N1CCN(c2ccccn2)CC1	x	-1.4
Cc1ccc(-n2ncc3c2CCCC3NC(=O)CCc2cnn(C)c2)cc1C (stereo not given)	-2.7	0.82
COC(=O)c1nn2c(C(F)(F)F)cc(-c3ccc(Br)o3)nc2c1Br	0.4	-0.33
O=C(Cc1ccccc1)O/N=C1\CCCc2ccccc21	x	-0.22
O=C(c1cccs1)N1CCN(C2CCN(Cc3ccccc3)CC2)CC1	-2.6	0.75
COc1ccc(NC(=S)N2CCN(Cc3ccccc3)CC2)cc1	-0.7	-1.5
CCCCNC(=O)[C@H]1C[C@H]1[C@@H](O)[C@H](CO)NC(=O)[C@H](COCc1ccccc1)NC(=O)OC(C)(C)C	-0.5	0.31
COc1cc(C(NC=O)C(=O)Nc2c(C)cccc2C)ccc1O (stereo not given)	-1.6	-0.28
CCCCn1c2nc3ccccc3nc2c2c(=O)n(-c3ccccc3)cnc21	0.2	0.66
COc1ccc(NC(=O)CCC(=O)N2CCCC2)c([N+](=O)[O-])c1	0.4	0.49
NC(=O)[C@@H]1CCCN1Cc1nc(Cc2ccccc2F)no1	-1.1	0.59
CC1=C(C(=O)OCc2ccccc2)C(c2ccc(N(C)C)cc2)NC(=O)N1 (stereo not given)	-0.7	-0.73
CCSc1c(-c2ccccc2)nc2c(C)cccc2c1C(=O)O	-2.5	-0.63
COc1cc(OC)c2c3c(c(C4CCCCC4)nc2c1)CCC3	-0.3	0.46
COc1cc(-c2noc(C)c2C#Cc2ccsc2)cc(OC)c1OC	-0.9	-0.22
COc1ccc(NC(=O)CCCCn2c(=O)[nH]c3ccccc3c2=O)cc1	-0.1	-0.19
NC(=NCCc1ccccc1)NC(=O)c1cc(Cl)ccc1O	2.9	0.02
Brc1ccc(-c2csc3ncnc(-n4nnc5ccccc54)c23)cc1	0.4	-0.87
Cc1cc(C)cc(N(CC(=O)NC(C)(C)C)C(=O)CCC(=O)Nc2nccs2)c1	-0.6	2
Cc1cc(NC(=O)CSc2nc3c(cnn3-c3cccc(Cl)c3)c(=O)[nH]2)no1	-2.2	x
CC(C)(C)c1csc(NC(=O)c2ccc(Br)o2)n1	-0.8	1.7
CC(O)(C#CCN1CCCC1)c1ccccc1 (stereo not given)	-2.6	0.14
O=C(O)c1ccccc1Nc1ccc2nonc2c1[N+](=O)[O-]	x	1.2
O=C(COC(=O)c1nc(Cl)ccc1Cl)Nc1ccc2[nH]c(=O)[nH]c2c1	2.7	1.1
CN(C)C(CNC(=O)c1ccc(S(=O)(=O)Nc2ccccc2)cc1)c1ccco1 (stereo not given)	-0.7	0.89
COC(=O)c1ccccc1NC(=O)CSc1n[nH]c(-c2ccco2)n1	-0.2	-2.2
Cc1cc(C)c(-c2csc(NC(=O)/C=C/c3cccs3)n2)c(C)c1	-2.3	-0.01
COCCNC(=O)CSc1nnc(-c2ccccc2)c(-c2ccccc2)n1	0.3	1.6
C=C(c1ccccc1O)n1ccnc1	5.5	0.56
CCCC(C(=O)NC(C)(C)CC)N(Cc1ccco1)C(=O)CNS(=O)(=O)c1ccccc1 (stereo not given)	0.4	-1.2
O=S(=O)(Nc1ccc2c(c1)OCO2)c1cccc(Br)c1	-0.2	x
COc1ccc(NC(=O)N(CCCN2CCOCC2)Cc2cccnc2)c(OC)c1	-1.6	-0.14
Cc1cccc(NC(=O)CSc2ccc(-c3cccs3)nn2)c1C	-0.8	0.54
O=C(CN1C(=O)C2CC=CCC2C1=O)NCC(=O)Nc1ccc(F)c(F)c1 (stereo not given)	-0.2	-0.31
COC(CNC(=O)CN1CCN(Cc2ccccc2F)C1=O)OC	0.4	0.03

6 structures out of the list, arranged by length of the SMILES, low to high:
SMILES	STK33 kinase inh	Kir21 inh
O=C(NCCCCNC(=O)c1ccco1)c1ccco1	-1.8	-1.4
O=S(=O)(Nc1ccc2c(c1)OCO2)c1cccc(Br)c1	-0.2	x
NC(=O)[C@@H]1CCCN1Cc1nc(Cc2ccccc2F)no1	-1.1	0.59
COCCNC(=O)CSc1nnc(-c2ccccc2)c(-c2ccccc2)n1	0.3	1.6
O=C(CN1C(=O)C2CC=CCC2C1=O)NCC(=O)Nc1ccc(F)c(F)c1 (stereo not given)	-0.2	-0.31
CN(C)C(CNC(=O)c1ccc(S(=O)(=O)Nc2ccccc2)cc1)c1ccco1 (stereo not given)	-0.7	0.89

(next part)
SMILES	STK33 kinase inh	Kir21 inh
O=C(COc1ccccc1)Nc1nnc(C23CC4CC(CC(C4)C2)C3)s1	0.0	0.79
COc1ccc(NC(=S)Nc2ccccn2)c(OC)c1	1.1	-1.7
COc1ccccc1N1CCN(/N=C/c2ccccc2C(=O)O)CC1	-0.9	1.4
COc1ccc(/C=N/NC(=O)c2cccc([N+](=O)[O-])c2)cc1OC(=O)c1ccc(C)cc1	-4.0	-0.09
O=S(=O)(c1ccccc1F)N1CCN(Cc2cc3c(cc2O)OCO3)CC1	-1.3	x
CCCCNC(=O)c1cc([N+](=O)[O-])[nH]n1	-1.1	-0.82
CC(=O)c1ccc(N2CCN(S(=O)(=O)c3cccc(S(=O)(=O)N4CCOCC4)c3)CC2)cc1	-1.7	-1.2
O=C(NC1CCCCC1)C1CCN(S(=O)(=O)N2CCOCC2)CC1	-0.9	0.44
Cn1c(=O)cc(OCCCC(=O)NCCN2CCN(c3ccccc3F)CC2)c2ccccc21	-0.4	-0.92
COc1ccccc1NC(=O)CCc1c(C)[nH]c(=O)c(C#N)c1C	2.2	0.04
CCCC(c1nnnn1CCc1ccccc1)N1CCC(C(N)=O)CC1 (stereo not given)	-0.1	-1.1
CCOCCOC(=O)c1[nH]c2c(c1C)C(=O)CC(c1ccc(N(C)C)cc1)C2 (stereo not given)	-1.8	0.94
Cc1nccn1Cc1ccccc1	4.0	0
COc1ccccc1OCCNC(=O)CCS(=O)(=O)c1ccccc1	-0.5	x
COC(=O)c1[nH]c2cc(OC)ccc2c1NC(=O)c1ccc2c(c1)OCO2	-0.3	-1.7
COc1cc(/C=C/C(=O)NC(C)CCc2ccccc2)cc(OC)c1OC (stereo not given)	0.0	0.57
Cn1c(=O)[nH]c(=O)c2c1nc(CN1CCN(c3ccccc3F)CC1)n2CCCc1ccccc1	0.4	-0.91
C[C@@H]1CN([C@@H](C)CO)C(=O)Cc2cc(NC(=O)Nc3cccc4ccccc34)ccc2O[C@@H]1CN(C)S(C)(=O)=O	-0.4	x
CCOC(=O)N1CCN(c2c(NC3CCN(Cc4ccccc4)CC3)c(=O)c2=O)CC1	0.2	0.86
O=C(CN1CCOCC1)Nc1ccccc1-c1ccccc1	-1.1	1
Cc1cc(C)cc(NC(=O)Nc2cc(-c3ccccc3)nn2C)c1	-0.9	0.1
COc1cccc(COc2ccc3c(C)c(Cc4ccccc4)c(=O)oc3c2)c1	-0.2	-0.01
COc1cc(/C=C2/C(=O)N(C)C(=S)N2C)ccc1OCc1cccc(F)c1	0.0	-0.81
N#Cc1ccc(-c2ccc(OCC(O)CN3CCCCC3)cc2)cc1 (stereo not given)	-2.3	-0.59
Cc1ccc(C(=O)Nc2ccc(N3CCN(C(=O)c4ccco4)CC3)cc2)c(Cl)c1	-0.4	0.49
COc1cc(C(=O)Oc2ccc(/C=N/NC(=O)c3ccncc3)cc2)cc(OC)c1OC	2.2	-1.1
COc1cccc(N2CC34C=CC(O3)C(C(=O)O)C4C2=O)c1 (stereo not given)	-1.7	0.11
CCOc1ccccc1C(=O)NN1C(=O)C2CCCCC2C1=O (stereo not given)	-2.4	-0.08
COc1ccc(N2CCN(c3nc4c(c(=O)n(C)c(=O)n4C)n3Cc3ccccc3)CC2)cc1	-0.2	-0.49
N#Cc1ccc(NC(=O)Nc2ccc(Oc3ccc(NC(=O)Nc4ccc(C#N)cc4)cc3)cc2)cc1	1.2	-0.72

By substructure: the compounds so far with a tert-butyl group (3)
SMILES	STK33 kinase inh	Kir21 inh
CCCCNC(=O)[C@H]1C[C@H]1[C@@H](O)[C@H](CO)NC(=O)[C@H](COCc1ccccc1)NC(=O)OC(C)(C)C	-0.5	0.31
Cc1cc(C)cc(N(CC(=O)NC(C)(C)C)C(=O)CCC(=O)Nc2nccs2)c1	-0.6	2
CC(C)(C)c1csc(NC(=O)c2ccc(Br)o2)n1	-0.8	1.7

Remaining list, next part:
SMILES	STK33 kinase inh	Kir21 inh
C[C@H](CO)N1C[C@H](C)[C@@H](CN(C)S(=O)(=O)c2ccc(F)cc2)Oc2c(NC(=O)CCC(F)(F)F)cccc2C1=O	0.1	x
O=S(=O)(c1ccccc1)N1CCN=C1SCc1c(F)cccc1Cl	-0.9	-0.23
c1ccc(C2=Nn3c(nnc3-c3cccnc3)SC2)cc1	-1.7	0.91
Cc1ccc(S(=O)(=O)CCC(=O)Nc2nc(C(C)(C)C)cs2)cc1	1.2	-2.7
Cc1ccc(N2CC(C(=O)Nc3nnc(SCC(=O)NCC4CCCO4)s3)CC2=O)cc1 (stereo not given)	1.5	0.35
CCCn1c(CCC(=O)Nc2ccccc2Cc2ccccc2)nc2cc(S(=O)(=O)N3CCOCC3)ccc21	-0.1	-0.44
Cc1cccc(NC(=O)COC(=O)CCc2c[nH]c3ccccc23)c1	-0.7	x
O=C(CSc1ccc2ccccc2n1)N1CCC(c2noc3ccc(F)cc23)CC1	-0.5	-0.66
CN(C)c1ccc(NC(=O)CN2C(=O)c3ccccc3C2=O)cc1	-5.0	0.62
CC1(C)Cc2c(C#N)c(N)n(-c3ccccc3)c(=S)c2CO1	0.3	-0.01
COc1ccc(C2=Nn3c(nnc3-c3ccccc3OC)SC2)cc1OC1CCCC1	0.9	x
O=C(c1ccccc1)c1nn(-c2ccc(Cl)cc2)c(=O)cc1C(F)(F)F	-1.4	-0.03
O=C(Cc1ccccc1F)Nc1cccc(S(=O)(=O)N2CCOCC2)c1	0.2	x
O=C(O)c1ccccc1C(=O)N1N=C2/C(=C/c3cccc([N+](=O)[O-])c3)CCCC2C1c1cccc([N+](=O)[O-])c1 (stereo not given)	-0.4	1.4
COC(=O)CSc1nnc(CNc2ccc(Cl)cc2)n1Cc1ccccc1	0.4	-1.4
O=C(Nc1ccc(F)cc1)C1CCCN1S(=O)(=O)c1ccc(Br)cc1 (stereo not given)	-1.5	-1.2
CCCN(CCC)C(=O)CSc1nc2ccccc2c(=O)n1C1CCCC1	-1.0	-1.3
N/C(=N\OC(=O)c1ccccc1Cl)c1cccc([N+](=O)[O-])c1	-1.1	0.14
O=C(CSCc1ccc(F)cc1)Nc1ccc(N2CCOCC2)cc1N1CCOCC1	-0.3	x
N#Cc1cn(Cc2ccncc2)c(=O)[nH]c1=O	-1.4	0.65
N#C/C(=C\c1c(N2CCCCCC2)nc2ccccn2c1=O)C(=O)NC1CCS(=O)(=O)C1 (stereo not given)	x	0.7
O=[N+]([O-])c1ccc(O)c(/C=N/Nc2ccccc2Cl)c1	-0.8	0.95
COc1cccc(NC(=S)N2CCN(S(=O)(=O)c3ccc(F)cc3)CC2)c1	-0.5	0.81
COCCCNC(=O)C(=O)NC1CCCCC1C (stereo not given)	-4.1	0.93
Cc1ccccc1NC(=O)CSCCN1C(=O)c2ccccc2C1=O	-0.3	-0.6
COc1ccc(N2CCN(Cc3cc(=O)oc4ccc(C)cc34)CC2)cc1	0.6	-0.22
N#Cc1ccc(N2CCOCC2)c([N+](=O)[O-])c1	-0.2	0.08
C[C@@H](C(=O)NCc1ccco1)N1C(=O)N2CCc3c([nH]c4ccccc34)[C@@]2(C)C1=O	-1.1	0.64
O=C(NCCCN1CCCCC1)C1CC(=O)N(CCc2ccccc2)C1 (stereo not given)	-0.8	0.76
O=C(NC(=S)Nc1ccc(N2CCN(C(=O)c3ccccc3)CC2)cc1)c1cccs1	-0.4	0.14

Profiles from above. Values in the order: STK33 kinase inh	Kir21 inh
Listed for `CC(=O)Nc1sc(C)c(C)c1C(=O)OCC(=O)N(C)c1c(N)n(Cc2ccccc2)c(=O)[nH]c1=O` = -0.6	-2.3
Listed for `CCSc1c(-c2ccccc2)nc2c(C)cccc2c1C(=O)O` = -2.5	-0.63

Other compounds:
SMILES	STK33 kinase inh	Kir21 inh
Cc1ccc(-c2cn3cc(C)ccc3n2)cc1	1.9	-3.1
COc1ccc(S(=O)(=O)NN(C)C(=O)c2nn(-c3ccccc3)ccc2=O)cc1	-1.1	-1.6
CC1CCCCN1CCNC(=O)c1cnn2ccccc12 (stereo not given)	1.2	0.14
O=C(c1ccccc1Sc1cccc2ccccc12)N1CCOCC1	-0.8	-1.1
Cn1c(=O)cc(OCCCC(=O)NCc2cccnc2)c2ccccc21	0.3	1.6
COc1cccc(CCNS(=O)(=O)CCNC(=O)c2cccc(OC)c2)c1	0.8	-2
CCOc1cccc(/C=C/c2cc(C(=O)O)c3ccccc3n2)c1OC	0.7	-1.1
O=C(O)CCC(=O)Nc1cccc(C(=O)Nc2ccc(Br)cc2)c1	-0.3	0.34
COc1ccc(CCn2c(C)ccc2C)cc1OC	0.1	1.1
